Compound activity: PubChem BioAssay, several laboratories
M5 PAM – positive allosteric modulators of human muscarinic M5 receptor; CHO-K1 hM5, Fluo-8 calcium, ACh EC20 PAM; 0% = ACh EC20, 100% = ACh EC100; 0.3% of 360,000 active; activation, % at 3 µM; P08912;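 active means activation above the run cutoff, the mean activation of all test compounds plus 3 SD, cut at about 18% in these data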
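System – CHO-K1 hM5 cells · Compound – 3 µM, single dose · Incubation – compound preincubation 140 s before EC20 acetylcholine addition · Technique – Fluo-8 calcium fluorescence · Measure – Max/basal fluorescence ratio as % of EC20–EC100 ACh window · Benchmarks – low control EC20 acetylcholine (0%), high control EC100 acetylcholine (100%) · Replication – singlicate, one well per test compound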
M1 PAM parental – M1 PAM counterscreen hit in parental CHO-K1 cells; ATP EC20, Fluo-8 calcium fluorescence; 0% at ATP EC20, 100% at ATP max; activation, % at 3 µM; 0.02% of 360,000 active;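 active means activation above the run cutoff, the mean activation of all test compounds plus 3 SD, cut at about 40% in these data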;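 further: peak over basal fluorescence ratio in a 140 s read after ATP addition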
CHRM4 PAM – CHRM4 positive allosteric modulation; activation, % at 3 µM; 0.4% of 360,000 active; CHO-K1 hM4/Gqi5, Fluo-8 calcium fluorescence, ACh EC20; 0% = ACh EC20, 100% = maximal ACh; P08173;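 active means activation above its plate's cutoff, the mean activation of sample wells plus 3 SD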; further: some results filed as inactive read as strong as hits
Target sequence (P08173 whole entry, looked up): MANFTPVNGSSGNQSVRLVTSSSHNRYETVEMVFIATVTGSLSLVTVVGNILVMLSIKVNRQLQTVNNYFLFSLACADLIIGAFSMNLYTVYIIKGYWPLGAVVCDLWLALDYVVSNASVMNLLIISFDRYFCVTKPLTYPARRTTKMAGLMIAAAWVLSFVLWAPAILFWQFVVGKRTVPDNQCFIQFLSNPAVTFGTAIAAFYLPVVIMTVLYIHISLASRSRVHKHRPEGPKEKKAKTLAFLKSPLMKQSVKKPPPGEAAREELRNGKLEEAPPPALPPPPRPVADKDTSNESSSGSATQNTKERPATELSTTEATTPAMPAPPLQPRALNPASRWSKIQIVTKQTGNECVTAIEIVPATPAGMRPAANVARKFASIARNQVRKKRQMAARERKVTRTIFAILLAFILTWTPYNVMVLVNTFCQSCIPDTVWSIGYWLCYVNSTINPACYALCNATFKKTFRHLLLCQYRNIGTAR
TAAR1 ag – human TAAR1 agonism; Q96RJ0; CHO RD-HGA16 TAAR1, Fluo-8 calcium fluorescence; vehicle wells 0%, saturating PEA agonist 100%; activation, % at 3 µM; 0.99% of 360,000 active;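 active means activation above the mean activation of all test compounds in the run plus 3 SD, cut at about 38% in these data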
Target sequence (Q96RJ0 whole entry, looked up): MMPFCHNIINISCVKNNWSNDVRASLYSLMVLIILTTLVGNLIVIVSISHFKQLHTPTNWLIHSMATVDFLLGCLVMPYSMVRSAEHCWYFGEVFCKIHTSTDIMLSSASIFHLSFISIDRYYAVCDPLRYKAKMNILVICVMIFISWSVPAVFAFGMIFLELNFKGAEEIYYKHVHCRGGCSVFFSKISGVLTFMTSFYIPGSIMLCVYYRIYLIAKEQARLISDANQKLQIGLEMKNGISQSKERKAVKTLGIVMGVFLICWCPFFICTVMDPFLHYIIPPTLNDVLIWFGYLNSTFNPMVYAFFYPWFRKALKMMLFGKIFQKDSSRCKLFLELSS
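System: CHO-derived RD-HGA16 cells with stable Gα16 and human TAAR1 / Times: 17-24 h plating, Fluo-8 75 min 37 °C, 30 min RT / Technique: calcium-sensitive Fluo-8 signal, excitation 470-495, emission 515-575 nm / Measure: % activation relative to PEA EC100 response / Benchmarks: DMSO and PEA EC100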
TAAR1 antag – human TAAR1 antagonism; CHO RD-HGA16 TAAR1, Fluo-8 calcium fluorescence, antagonist; inhibition, % at 3 µM; 1.5% of 360,000 active; AID 624466;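 active means inhibition above a per-plate cutoff, the mean inhibition of test compounds on that plate plus 3 SD, cut at about 49% in these data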;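 further: 0% = DMSO plus EC80 beta-PEA response and 100% = DMSO alone without agonist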
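test system = CHO RD-HGA16 cells bearing hTAAR1 | replication = singlicate | controls = DMSO-only wells and EC80 β-PEA-stimulated wells | reagent = EC80 β-phenethylamine stimulus | read-out basis = percent inhibition of PEA-evoked calcium signal, max/basal emission ratio | schedule = seeding 17-24 h prior, 75-min 37 °C, 30-min RT dye loading | signal = kinetic Fluo-8 calcium fluorescence measurement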
CHRM5 antagonist – CHRM5 antagonism in calcium assay. P08912. CHO-hM5 cells, Fluo-8 calcium fluorescence, ACh EC80. inhibition, % at 3 µM. 0.59% of 360,000 active;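 active means inhibition above a per-plate cutoff, the mean of that plate's test compounds plus 3 SD, cut at about 27% in these data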;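 further: 0% = acetylcholine EC80 with DMSO and 100% = DMSO without agonist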
CRFBP-R2 agonist – agonists of human CRF-binding protein/CRF-R2 receptor complex; 0.46% of 350,000 active; HEK293 CRF-R2/CRF-BP, calcium dye fluorescence (FLIPR); percent of saturating CRF peptide response; activation, % at 13.2 µM;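 active means activation of at least 50%, plus an integration ratio under a set limit after plate pattern correction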;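 further: plate controls were neutral control wells without compound for no effect and CRF at EC100 for full effect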
CRFBP-R2 block – CRF-BP/CRF-R2 complex antagonism; 0.59% of 350,000 active; AID 588475; HEK293 CRF-R2/CRF-BP, CRF-induced calcium fluorescence; inhibition, % at 11.8 µM;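 active means inhibition of the ligand-induced calcium signal above about 50% at the single tested concentration, limit read from the data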
M5 ag – CHRM5 agonism in calcium assay | P08912 | CHO-K1 hM5 cells, Fluo-8 calcium fluorescence; 0% DMSO wells, 100% maximal acetylcholine response | activation, % at 3 µM | 0.19% of 360,000 active | AID 624037;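 active means activation above the run's mean over test compounds plus 3 SD, cut at about 23% in these data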;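 further: signal is peak over basal fluorescence ratio across the kinetic read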
* hit, by the source's call; nt = not tested or not shown. Hits appear at their usual frequency, and some 4.2% of all compounds hit somewhere here.

SMILES | M5 PAM | M1 PAM parental | CHRM4 PAM | TAAR1 ag | TAAR1 antag | CHRM5 antagonist | CRFBP-R2 agonist | CRFBP-R2 block | M5 ag
CC(=O)N(c1ccc2oc(=O)sc2c1)S(=O)(=O)c1ccc(C)cc1 | -1.0 | -5.7 | 2.5 | -0.2 | -0.3 | 18.1 | -1.1 | -9.5 | -1.6
COc1ccccc1N(CC(=O)NCCSc1ccccn1)S(=O)(=O)c1ccccc1 | -11.5 | 9.9 | -6.5 | 11.4 | 48.0 | 15.8 | -1.5 | -0.5 | 1.6
CNc1ccc(/C=C/C(=O)c2ccc3c(c2)OCCO3)cc1[N+](=O)[O-] | -11.8 | 4.9 | -5.0 | -3.5 | -11.5 | 15.6 | 0.5 | 13.4 | -1.1
O=C(NCC1CCCO1)c1cn(-c2ccccc2)nc1-c1ccc(F)cc1 (stereo not drawn) | -7.6 | 6.1 | -3.7 | 1.0 | 0.2 | 6.6 | 0.2 | -9.3 | -0.7
O=C(c1cccnc1)N1CCCC(Nc2ccc(F)cc2)C1 (stereo not drawn) | 3.2 | 5.7 | -2.1 | 2.1 | -14.3 | -14.9 | 1.5 | -24.7 | 3.3
CCCS(=O)(=O)NC(=O)C1(C)CCN(C(=O)c2oc3ccccc3c2C)C1 (stereo not drawn) | -0.4 | 16.5 | 7.2 | 1.8 | -18.2 | 2.2 | nt | nt | -0.6
Cc1cc(C)cc(CC(=O)N2CCC2(C)C(=O)NS(=O)(=O)c2ccccc2Cl)c1 (stereo not drawn) | -1.6 | -8.2 | -1.9 | 0.3 | 10.6 | 7.1 | nt | nt | 1.9
O=C1N(CN2CCN(Cc3ccccc3)CC2)c2ccccc2C12OCCCO2 | 11.8 | -3.0 | -1.1 | 0.6 | -17.9 | -1.6 | 4.3 | 4.9 | -0.2
O=C(c1cnn(C(=O)c2cccc(S(=O)(=O)N3CCOCC3)c2)c1)c1ccccc1O | 2.1 | 15.6 | 5.8 | 0.6 | 3.0 | 18.9 | 1.5 | -8.8 | -1.4
CCOc1ccccc1N(C)C(=O)C1CCN(S(=O)(=O)c2cccc3nonc23)CC1 | -5.4 | 9.8 | 2.8 | 10.1 | 10.2 | -7.0 | 0.5 | -3.5 | 0.9
Cc1nnc(-c2cccc(Br)c2)c2cn(-c3cccc(Br)c3)nc12 | -10.9 | 17.1 | 15.5 | 4.3 | 33.1 | 14.1 | -1.4 | 28.8 | -3.9
CCOC(=O)CC(=O)Nc1c(C)cc(C)cc1C | -2.3 | 2.7 | 1.4 | nt | nt | 3.5 | 0.1 | 12.9 | 2.8
CCc1ccc(NC(=O)CSc2nnc(-c3cnccn3)n2Cc2ccco2)cc1 | -1.6 | 11.8 | -2.7 | 4.1 | 10.0 | 3.0 | -0.8 | 2.1 | -2.4
O=C1C(=O)c2ccccc2C([O-])=C1[n+]1ccccc1 | 12.8 | 11.5 | 21.6 | 2.6 | -22.1 | -18.5 | 1.8 | -1.0 | 3.0
O=C(NN=Cc1ccc(F)c(F)c1)c1ccc(NS(=O)(=O)c2cccs2)cc1 | 11.3 | 8.8 | 9.7 | 4.2 | 5.3 | -0.3 | -3.5 | 12.9 | 3.8
CCN(CC)CCOC(=O)c1ccc(Cl)cc1Cl | 4.2 | 12.7 | 0.2 | 1.1 | -9.8 | 3.6 | 0.7 | -21.9 | -11.7
O=C(CCc1nnc(C2CCCCC2)o1)NCCCOc1cccnc1 | 9.1 | 28.9 | 1.6 | 5.0 | -12.3 | -7.6 | -1.0 | 5.3 | 0.6
Brc1ccc(/C=N/Nc2ccc3ccccc3n2)cc1 | 3.4 | 8.2 | 8.5 | -2.2 | -14.2 | -3.5 | -2.5 | -15.8 | -0.2
S=C(Nc1ccccc1)Nc1ccc(OCc2ccccc2)cc1 | 0.2 | -7.6 | -1.7 | 2.1 | -8.9 | 0.3 | 1.9 | 22.0 | -0.3
Cn1c(CCN2CCN(c3ccccn3)CC2)nc2cc(NS(=O)(=O)c3ccc(F)cc3)ccc21 | -19.8 | -0.3 | -13.9 | 10.9 | 2.0 | 17.3 | -1.4 | 10.9 | 3.9
CSc1nc(-c2ccccc2)c(C#N)c(=O)[nH]1 | -5.6 | 7.4 | 8.9 | 0.5 | -32.5 | 7.9 | -3.3 | -0.2 | -2.8
Cc1ccc2nc(SCn3nnc4ccccc4c3=O)[nH]c2c1 | 3.4 | 24.4 | 11.4 | 3.9 | 7.9 | -10.7 | -3.6 | -2.5 | -3.0
NNC(=O)c1nc[nH]c1C(=O)Nc1ccccn1 | 0.8 | 6.5 | 3.8 | 0.2 | 11.6 | 3.8 | 2.3 | -2.7 | 0.2
Cc1cc(=O)oc2cc(OCC(=O)NC3CC(C)(C)NC(C)(C)C3)c(Cl)cc12 | 0.1 | -7.6 | 1.6 | 2.2 | -24.9 | 8.9 | 0.6 | -13.0 | 0.2
COc1ccc(C(C(=O)NCc2ccccc2)N(Cc2ccco2)C(=O)c2snc(C(N)=O)c2N)cc1 (stereo not drawn) | -9.2 | 6.6 | -13.2 | 17.1 | 63.8* | 21.5 | -1.3 | -2.3 | 2.1

Ordered by value in CRFBP-R2 agonist (smallest number first): 3 from the list above
SMILES | CRFBP-R2 agonist
O=C(CCc1nnc(C2CCCCC2)o1)NCCCOc1cccnc1 | -1.0
O=C(NCC1CCCO1)c1cn(-c2ccccc2)nc1-c1ccc(F)cc1 (stereo not drawn) | 0.2
NNC(=O)c1nc[nH]c1C(=O)Nc1ccccn1 | 2.3

Further entries
SMILES | M5 PAM | M1 PAM parental | CHRM4 PAM | TAAR1 ag | TAAR1 antag | CHRM5 antagonist | CRFBP-R2 agonist | CRFBP-R2 block | M5 ag
CC(NC(=O)CCC(=O)NC(C)c1ccccc1)c1ccccc1 (stereo not drawn) | 9.6 | -10.1 | 1.4 | 0.3 | 9.5 | -11.1 | -0.5 | -0.6 | -0.2
CC(=O)c1nnn(-c2c(F)cccc2F)c1C | -0.2 | -16.2 | -7.8 | 1.7 | -16.8 | 6.8 | -3.7 | -2.5 | 1.1
CC(C)c1ccc(C(=O)OCC(=O)NC2CCCC2)cc1 | -3.9 | -4.6 | -4.5 | 0.9 | 7.5 | 0.7 | -3.2 | -5.4 | 0.0
COc1ccc(N2CCN(c3ccc([N+](=O)[O-])nc3)CC2)cc1 | 14.2 | 7.7 | 8.0 | 1.3 | -3.4 | 3.1 | -0.1 | 13.3 | 3.0
Cc1ccc(NNC(=S)Nc2ccc(C(C)C)cc2)c(C)c1 | -3.0 | 21.9 | -0.2 | -1.1 | 12.2 | 7.0 | -0.1 | -8.8 | -3.3
CCCOc1nc2c(c(=O)n(C)c(=O)n2C)n1Cc1cccc2ccccc12 | -6.7 | 3.0 | 1.3 | 25.4 | 11.8 | 5.9 | 1.8 | -59.7 | 1.6
Cc1ccc(NC(=O)COC(=O)CNC(=O)c2ccc(Br)cc2)c(C)c1 | -7.1 | 3.8 | 8.4 | 7.0 | 1.8 | 3.9 | -1.5 | 1.0 | -5.1
CCCCCOc1ccc(C2C(C(=O)c3ccc(C)o3)=C(O)C(=O)N2c2cc(C)on2)cc1 (stereo not drawn) | -1.0 | 3.4 | 0.6 | -0.5 | -19.2 | 1.7 | -0.4 | 14.5 | 1.2
CCCN(CCC)CCCNC(=S)Nc1ccc2nc3n(c(=O)c2c1)CCCCC3 | 1.0 | 10.1 | 4.4 | 5.4 | 1.8 | -2.1 | 5.4 | -16.8 | -3.2
Cc1cccc(NC(=S)NC(C)CCc2ccccc2)c1 (stereo not drawn) | -9.1 | 16.7 | -6.4 | 3.0 | -5.2 | 2.2 | 1.8 | 12.9 | -2.6
CC(C)(C)n1nnnc1C(c1cc2ccccc2o1)N(Cc1ccccc1)Cc1ccccc1 (stereo not drawn) | 2.2 | 16.4 | 2.4 | -0.6 | -5.8 | 4.5 | nt | nt | 5.3
COc1ccc(N2CCN(CCCn3cnc4c(SC)ncnc43)CC2)cc1 | -2.3 | 3.5 | 2.8 | -0.6 | -16.3 | 7.3 | -1.7 | -8.3 | -1.7
CC(C)COC(=O)N1CCCC1C(=O)Nc1nccs1 (stereo not drawn) | 2.3 | 8.6 | -1.5 | 13.0 | -8.5 | -2.0 | -2.9 | 34.4 | 1.5
CCC(=O)Nc1c(C)nn(C(=O)CC)c1C | 2.5 | 10.4 | 8.8 | 10.9 | -7.0 | 2.0 | -0.2 | 3.8 | 2.5
Cc1noc(NC(=O)c2cccc(C(F)(F)F)c2)c1Cl | 0.3 | 15.4 | 7.5 | 5.8 | -3.6 | -1.5 | 6.6 | -15.1 | -3.5
CC(C)C[C@@H]1COc2cccc(N(C)CCO)c2S(=O)(=O)N1 | -1.5 | -7.3 | -2.8 | 1.5 | 13.4 | 8.7 | nt | nt | 1.9
CC(C)CC(=O)Nc1nnc(S(=O)(=O)N2CCc3ccccc32)s1 | -3.5 | -8.9 | 7.9 | 0.4 | -3.6 | -2.6 | 1.9 | 6.2 | 0.8
COC(=O)N=Nc1c(O)[nH]c2ccc(Br)cc12 | 7.7 | 16.5 | -0.1 | 0.6 | 1.3 | 1.3 | 1.3 | 0.8 | 1.5
Cc1ccc2cc(S(=O)(=O)NCCC(=O)O)ccc2c1 | 0.4 | 7.6 | 8.2 | 6.5 | 2.6 | 1.0 | 0.0 | -12.6 | 1.7
COC(=O)C1=C(C)NC(=O)/C1=C\c1ccco1 | 8.6 | 9.1 | 0.9 | 9.2 | -1.4 | -7.2 | 0.5 | -16.4 | -1.9
CCN(C(=O)Cc1c(C(=O)O)n(CC)c2ccccc12)c1cccc(C(F)(F)F)c1 | 0.2 | 7.3 | -3.5 | 5.7 | -3.9 | 4.5 | -0.7 | -16.2 | -3.9
C[C@@H]1CN([C@H](C)CO)C(=O)CCCn2cc(nn2)CO[C@H]1CN(C)S(=O)(=O)c1ccccc1 | 4.6 | 7.3 | 0.3 | 0.6 | -25.2 | -7.8 | -0.6 | -5.3 | -0.3
c1ccc(CN=C2NN=C(c3cc4ccccc4o3)CS2)cc1 | 2.8 | 19.0 | 0.7 | -1.0 | 0.3 | -2.1 | -2.7 | -0.1 | 0.9
Cc1ccc(C2=NN3C(C(=O)c4ccccc4)Oc4ccccc4C3C2)cc1 (stereo not drawn) | -5.7 | 0.5 | -5.8 | 8.7 | -1.4 | 7.2 | 0.0 | -3.5 | -1.3
CNC(=S)NNC(=O)c1sccc1C | -5.7 | 4.0 | 3.4 | 2.0 | -11.0 | 7.6 | -1.6 | 7.4 | -4.7
CC(=O)Nc1ccc(S(=O)(=O)N2CCC(NC(C)=O)(c3cccc(F)c3)CC2)cc1 | 1.9 | 9.7 | 3.5 | 0.9 | 22.5 | -3.4 | -6.7 | 51.2* | -6.9
